# SSB-PriA inh – blocks PriA binding to SSB C-terminal tail; AlphaScreen SSBct-PriA binding, biotinylated peptide; inhibition, % at 33 µM; 430,000 tested, 0.6% active; in the data active = inhibition mostly above about 37%, no sharp cut-off; inactive = mostly below about 20%;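 note: plate controls were negative control peptide for no effect and reference peptide for full effect; strong numbers were not always called active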
# PfHsp40 rescue – rescue of PfHsp40-mediated yeast toxicity | AID 504582 | growth rescue, % at 12.5 µM | S. cerevisiae expressing PfHsp40, growth rescue, ATP luminescence | 340,000 tested, 0.68% active; in the data active = growth rescue above about 28%, passing the limit was not always enough; inconclusive = no clear call, values can overlap the other calls;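 note: yeast W303a lacking pdr1 and pdr3 grown in galactose medium; growth measured after three days at 30 °C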
# PrPC surface inh – inhibitors of human cell surface prion protein PrPC | P04156 | TR-FRET read-out | inhibition, % at 13.8 µM | 370,000 tested, 0.43% active | AID 720596; in the data active = inhibition above about 24%; note: 0% = median of the test wells and 100% = reference compound wells
# SARS 3CLpro inh – SARS-CoV 3CLpro protease inhibition | P0C6X7 | recombinant SARS-CoV 3CLpro, quenched FRET peptide cleavage | inhibition, % at 6 µM | 290,000 tested, 0.14% active | AID 1706; in the data active = inhibition above about 12%
# BH1578 lux ind – inducers of Vibrio cholerae quorum light production without autoinducers. V. cholerae BH1578 lux reporter, luminescence, 6 h. activation, % at 18.7 µM. 350,000 tested, 0.16% active. AID 588436; in the data active = activation mostly above about 9.7%, no sharp cut-off; inconclusive = no clear call, values can overlap the other calls; inactive = mostly below about 3.7%; note: not every result past the cut was called active; inactives centre near 0; reference of the scale not given here
# TcdB GH inh – TcdB glycohydrolase inhibition. TcdB glycohydrolase enzymatic assay, plate reader. inhibition, % at 9.99 µM. 350,000 tested, 0.24% active; in the data active = inhibition above about 10%
# Anthrax LF prot – inhibitors of Bacillus anthracis lethal factor protease | multiplex microsphere protease cleavage assay, LF | inhibition, % at 10 µM | 360,000 tested, 0.12% active | AID 588501; note: plate controls were buffer without enzyme for full effect and enzyme alone for no effect
# BoNT-A LC inh2 – BoNT A light chain protease inhibition | multiplex microsphere protease substrate cleavage, flow cytometry | inhibition, % at 10 µM | 360,000 tested, 0.17% active; note: plate controls were buffer without enzyme for full effect and enzyme alone for no effect
# Y pestis TopoI – Y. pestis Topo-I inhibition via cleavage products | Y. pestis Topo-I cleavage product accumulation, plate reader | activity, % at 10 µM | 360,000 tested, 0.064% active; in the data active = activity above about 50%, passing the limit was not always enough; inconclusive = no clear call, values can overlap the other calls; note: inactives centre near 2
# * marks the source's active call; other numbers are inactive results; i = inactive; ? = inconclusive; nt = no result given; & = joins results of further samples. Cut-off read from the data, not from the text of the source, unless noted: active = inhibition above about 30%; inconclusive = no clear call, values can overlap the other calls; inactive = below that. These rows are one share of the data. The share of hits here may be higher or lower than overall.
# Sequence of screens – SSB-PriA inh, PfHsp40 rescue, PrPC surface inh, SARS 3CLpro inh, BH1578 lux ind, TcdB GH inh, Anthrax LF prot, BoNT-A LC inh2, Y pestis TopoI
- CCOc1ccccc1Nc1nnc(C)c(=O)[nH]1
    -3, -0.9, -2, -1, i, nt, 1, -1.5, 0
- CC1CC(C)CN(S(=O)(=O)c2ccc3c(c2)oc(=O)n3CC(=O)NCc2cccnc2)C1 (stereo unspecified)
    -8, 1.5, 9, 1, i, 1.1, 0, -1.8, 2
- COc1ccc(C(CC(=O)N2CCCC2)C(C)C)cc1 (stereo unspecified)
    -1, -0.7, -4, -4, i, -0.9, 9, 1.0, -2
- CCCc1cc2c(cc1N(C)S(=O)(=O)c1ccccc1)OCO2
    -39, 3.8, -4, nt, 1.0, 4.3, -9, 0.8, 17
- CC(=O)c1sc(-c2ccccc2Cl)nc1C
    -5, -0.3, -2, -1, i, 4.5, -2, 1.1, 3
- Oc1ccc2ccccc2c1/C=C/c1ccc2c(Br)cc(Br)c(O)c2n1
    4, 0.8, 1, nt, -5.6, -0.2, -2, 1.6, -22
- CCOC(=O)C1CCN(C(=O)Cn2cc(C(=O)c3ccco3)c3ccccc32)CC1
    4, 3.3, -3, 0, 0.9, 0.6, -2, -1.6, -5
- CCC1CCc2sc(C(=O)N3CCCN(C)CC3)cc2C1 (stereo unspecified)
    0, -0.4, -6, -4, -1.6, 2.2, -1, 0.4, 6
- COc1ccc(NC(=O)/C(C#N)=C\c2cc(OC)c(OCc3ccc(C(=O)O)cc3)cc2Br)cc1
    -18, -0.2, -6, 1, i, 0.2, -1, 0.3, 12
- C=CCC1C=C(Cc2ccccc2)CC(CC=C)N1 (stereo unspecified)
    -12, 0.5, -15, 5, 0.2, 0.5, 4, 2.3, -1
- O=C(COC(=O)c1ccc(Br)cc1)NCc1ccccc1
    -16, -0.7, -1, 3, i, nt, 2, 0.3, 3
- COc1cc(CCCN2C(=O)C(=O)NC[C@@H]2c2ccccc2)cc(OC)c1OC
    -16, -1.1, 2, nt, -0.9, 0.6, -3, 0.1, 0
- COc1ccccc1NC(=O)COC(=O)Cn1cnc2c1c(=O)n(C)c(=O)n2C
    -9, 1.3, 2, nt, i, 0.5, 9, 3.4, 0
- CCC(=O)Nc1c(-c2ccc(C)cc2)c(=O)c2ccccc2n1C
    -5, -1.5, 5, 2, i, 0.5, 18, -3.9, 2
- Cc1cccc2c(=O)n3c(nc12)CCCCC3
    -9, 5.3, 0, -1, 8.3, nt, 6, 0.3, -1
- O=C(NCc1ccco1)C(=O)NCC1OCCN1S(=O)(=O)c1ccccc1 (stereo unspecified)
    -6, -0.2, 8, -1, -0.6, 0.2, -13, -0.9, 3
- COc1ccc(F)cc1-c1cc(C(=O)NCc2cccc(Cl)c2)[nH]n1
    nt, nt, 6, nt, -2.5, 0.9, -1, -0.2, -2
- C=CCn1c(SCC(=O)N2CCc3ccccc3C2)nc2sc(C)c(C)c2c1=O
    -10, 0.5, -2, 8, -0.4, 0.9, -1, -0.6, -1
- CSc1nnc2ccc(-c3ccc(C)cc3)nn12
    -12, 0.4, -25, -2, -0.4, 0.5, -2, 0.1, 5
- C=CCN1c2ccccc2[C@]23C[C@@H](C(=O)OC)N(C(=O)C4CCC4)C2=NC(C(=O)OC)=C(C(=O)OC)[C@H]13
    -7, -1.3, -8, nt, i, 2.3, 3, 0.0, 0
- O=C(Cc1ccccc1)NNS(=O)(=O)c1ccccc1[N+](=O)[O-]
    4, 0.8, 4, -4, -0.5, -5.8, -1, 1.3, 2
- CCCN(CCC)C(=O)Cn1c(=O)n(CCC(=O)NCCc2ccccc2)c(=O)c2ccccc21
    4, 0.8, 3, 0, i, nt, -1, -1.1, 1
- N#C/C(=C\c1ccc(Cl)cc1)C(=O)NC1CC1
    -3, -1.8, 2, nt, 0.4, 0.4, 2, 3.7, -4
- CCOc1ccccc1C1CC(=O)Nc2cc(OC)c(OC)c(OC)c21 (stereo unspecified)
    -7, 0.5, -5, -5, -0.7, nt, -3, 0.1, 2
- N#Cc1c(NC(=O)/C=C/C(=O)O)sc2c1CCN(Cc1ccccc1)C2
    -8, -1.7, -14, 5, i, 0.0, -12, 6.0, 3
- COc1ccc(NC(=S)N(CCCN2CCN(C)CC2)Cc2cccs2)cc1
    14, 0.2, -7, -5, -0.3, nt, -3, 0.7, 1
- Cc1ccc(S(=O)(=O)N(C)CC(=O)N2CCOCC2)cc1
    -5, 2.5, -9, -1, i, nt, 0, 0.4, -1
- COc1cc(N=Nc2cccc(S(N)(=O)=O)c2)c2ccccc2c1N
    36, 2.0, -43, 3, i, 0.4, -12, 1.1, -30
- CCc1noc(C)c1C(=O)Nc1nc(-c2ccccc2)cs1
    -23, -1.7, -3, nt, i, 0.6, 1, -8.8, 0
- CC1=C/C(=N\OC(=O)/C=C/c2ccccc2)C(C)=CC1=O
    nt, -2.0, -11, 1, 3.8, nt, -12, 4.2, -1

# In a second layout: results already given
Structure: CCOc1ccccc1C1CC(=O)Nc2cc(OC)c(OC)c(OC)c21 (stereo unspecified)
- SSB-PriA inh: -7
- PfHsp40 rescue: 0.5
- PrPC surface inh: -5
- SARS 3CLpro inh: -5
- BH1578 lux ind: -0.7
- TcdB GH inh: nt
- Anthrax LF prot: -3
- BoNT-A LC inh2: 0.1
- Y pestis TopoI: 2

Structure: N#Cc1c(NC(=O)/C=C/C(=O)O)sc2c1CCN(Cc1ccccc1)C2
- SSB-PriA inh: -8
- PfHsp40 rescue: -1.7
- PrPC surface inh: -14
- SARS 3CLpro inh: 5
- BH1578 lux ind: i
- TcdB GH inh: 0.0
- Anthrax LF prot: -12
- BoNT-A LC inh2: 6.0
- Y pestis TopoI: 3

Structure: COc1ccc(NC(=S)N(CCCN2CCN(C)CC2)Cc2cccs2)cc1
- SSB-PriA inh: 14
- PfHsp40 rescue: 0.2
- PrPC surface inh: -7
- SARS 3CLpro inh: -5
- BH1578 lux ind: -0.3
- TcdB GH inh: nt
- Anthrax LF prot: -3
- BoNT-A LC inh2: 0.7
- Y pestis TopoI: 1

# (more compounds)
# Sequence of screens – SSB-PriA inh, PfHsp40 rescue, PrPC surface inh, SARS 3CLpro inh, BH1578 lux ind, TcdB GH inh, Anthrax LF prot, BoNT-A LC inh2, Y pestis TopoI
- CCOC(=O)C1=C(C)N(c2ccccc2)C(=O)/C1=C\c1ccc(O)c(OC)c1
    8, 0.6, -5, -5, i, -3.0, -10, -0.3, 5
- CCN(CC)Cc1cc(Nc2ccnc3cc(Cl)ccc23)ccc1O
    -1, -0.5&1.3, -18&-14, -2, i, -29&-12, 10&-7, -1.1&-0.3, -19&-9
- Clc1cccc(Cl)c1NC1=NCCC1
    5, 3.7, -1, 5, i, nt, -1, 0.2, 1
- O=C(O)c1cccc(N2C(=O)c3cccc(Oc4ccc(Cl)cc4)c3C2=O)c1
    -7, 0.2, 6, -1, -9.1, -1.4, -1, -0.4, 7
- COc1ccc(-c2c(-c3ccc(OCC(=O)NN)cc3O)n[nH]c2C)cc1
    6&7, 0.2, 8, 6, -0.1, 0.9, -4, -0.7, -6
- CN1CCC(N(C)C(=O)c2ccc(Cl)c(S(=O)(=O)Nc3ccc(Cl)cc3)c2)CC1
    -6, -1.2, -10, nt, -0.4, nt, -5, 0.3, 0
- CCOC(=O)COc1ccc(Oc2nc(C)cc(OC)n2)nn1
    -5, 0.1, 1, 2, -0.2, nt, 0, 4.3, -1
- CCOc1cc2c(cc1OCC)-n1cccc1C(c1cc(OC)ccc1F)NC2 (stereo unspecified)
    25, 0.0, 1, 0, -3.0, 1.3, 0, -2.2, 1
- CCN1CCN(CCOc2ccc(Cl)cc2)CC1
    -11, -0.4, 0, 2, -0.3, 0.0, -1, -0.4, 8
- CCN(CC(=O)Nc1ccccc1OC)C(=O)c1cccc(-n2cccc2)c1
    -23, -0.4, 6, 0, i, 1.5, 4, -0.1, 22
- CC(NCCC(c1ccccc1)c1ccccc1)c1ccccc1 (stereo unspecified)
    -2, 1.1, -6, 2, i, 1.7, -4, -0.2, 6
- COc1ccc(CNc2nc3ccccc3n2C)c(O)c1
    -3, -0.6, 2, 0, 0.5, 1.8, nt, nt, -11
- COc1ccccc1CC(NC(C)=O)C(=O)NC1CCN(S(=O)(=O)c2ccccc2)CC1 (stereo unspecified)
    5, -0.6, 10, -1, -0.3, -0.3, -4, 1.2, 6
- Cc1cc(-c2ccccc2)nc(SC(C(=O)O)c2ccccc2)n1 (stereo unspecified)
    4, -1.0, 5, 4, 0.9, 1.4, -5, 0.1, 8
- C/C(=N/NS(=O)(=O)c1ccc(Br)cc1)c1ccc(C)o1
    nt, -0.9, -5, -6, -0.2, -0.9, -3, 0.0, 0
- Cc1ccc(NC(=O)COC(=O)c2cccc(C)c2[N+](=O)[O-])cc1S(=O)(=O)N1CCCCC1
    -10, 0.7, 8, nt, -1.2, 0.5, -4, 7.5, 25
- Cc1ccc(NC(=O)CN(C)S(=O)(=O)c2cccs2)cc1F
    -17, 0.4, 4, 4, i, nt, -2, 0.0, -8
- Cc1cc(C)c(NC(=O)CCCN2CCOCC2)c(C)c1
    -5, 0.2, -6, 1, i, nt, 3, -0.5, 4
- Cc1ccc(-c2nnc(-c3ccccc3)o2)cc1
    0, 2.2, 1, -3, 1.4, nt, 2, 0.2, 15
- O=C(Nc1ccc2c(c1)C(N1CCOCC1)c1ccccc1-2)C(F)(F)F (stereo unspecified)
    -14, -1.5, 1, nt, i, 0.7, -5, -0.2, -1
- O=[N+]([O-])c1ccc(-[n+]2nc(-c3ccccc3)nn2-c2ccccc2)cc1
    101*, -1.2, -30, 1, -1.3, -0.1, -16, -1.5, -7
- Cc1cnc(C(=O)OCC(=O)N2c3ccccc3CC2C)cn1 (stereo unspecified)
    -1, -1.1, -3, 1, 1.2, 0.2, -2, -0.4, 1
- O=C(Cc1cccs1)N1CCN(S(=O)(=O)c2ccc(Cl)c(C(F)(F)F)c2)CC1
    -15, -0.7, -3, nt, i, -1.1, -11, 0.1, -7
- CCN(CC(=O)Nc1c(F)cccc1F)C(=O)C1CCN(c2ncnc3sc(C)c(C)c23)CC1
    -9, 0.3, 8, nt, -0.4, 1.1, nt, nt, 19
- COc1ccccc1-c1nnc2sc(-c3cnccn3)nn12
    -6, 1.0, -15, -4, i, 0.4, -6, 0.5, -4
- CC1(c2nnc(-c3ccccc3)o2)CC(c2c(Cl)cccc2Cl)=NO1 (stereo unspecified)
    -5, 1.6, -8, nt, i, -0.4, 3, -0.2, 32
- COc1cccc(C2(O)CCN(C(=O)c3cccs3)CC2)c1
    4, 0.1, -5, 3, -0.2, 7.2, -2, -0.1, 4
- C=CCOC(=O)CCCCCCCC
    4, 9.9, -6, nt, -0.4, -0.8, -9, -0.1, 4
- C=CC(=O)OCCOCCOCCOCCOC(=O)C=C
    -4, 0.0, 0, nt, -0.4, 1.0, -6, 0.5, -5
- COC(=O)c1sccc1NC(=O)Nc1ccc(OC)cc1OC
    -5, -1.4, 5, -2, i, 0.5, -4, 2.2, -2
- Cc1c(C(=O)NCc2ccccn2)oc2ccc(S(=O)(=O)N3CCOCC3)cc12
    -5, 1.1, -2, 4, -0.3, nt, -10, -1.1, 3
- Cc1ccc(C(=O)N2CCN(c3ncccn3)CC2)cc1NC1=NC2CS(=O)(=O)CC2S1 (stereo unspecified)
    -4, -0.2, 1, -4, -0.3, -1.6, -6, 0.7, -11
- Cc1sc(NC(=O)c2ccco2)c(C(c2cccnc2)N2CCC(C)CC2)c1C (stereo unspecified)
    -10, ?, 7, -1, -0.3, nt, 0, -0.8, -1
- CCOc1ccccc1C(=O)NCC(=O)N(C)CC(=O)Nc1ccc(N2CCOCC2)cc1
    nt, nt, 6, nt, -0.3, 0.0, -4, 0.2, -4
- Cc1ccc(C)c(NC(=O)CSc2n[nH]c(-c3ccccn3)n2)c1
    80*, 0.2, 6, -5, -0.2, 0.1, -4, -3.8, -2
- CCC(=O)NCC(c1ccco1)N1CCN(c2ccc(OC)cc2)CC1 (stereo unspecified)
    -5, -2.1, 10, -4, i, 1.7, -9, 0.5, 7
